From PubChem BioAssay
GalR3 antag = antagonists of human GalR3 | O60755 | HEK293 GalR3-CNG cAMP membrane potential fluorescence; galR3 body fused to GalR1 C-terminus | inhibition, % at 3 µM | hit rate 0.44% among 360,000;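 active means inhibition above the screen-wide average plus 3 SD, cut at about 13% in these data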;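 further: forskolin and galanin both at EC90 stimulate the cells; cAMP rise reported by CNG channel membrane potential dye signal; 0% = forskolin plus galanin with DMSO and 100% = forskolin alone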
Target sequence (O60755 1-299 limits assumed): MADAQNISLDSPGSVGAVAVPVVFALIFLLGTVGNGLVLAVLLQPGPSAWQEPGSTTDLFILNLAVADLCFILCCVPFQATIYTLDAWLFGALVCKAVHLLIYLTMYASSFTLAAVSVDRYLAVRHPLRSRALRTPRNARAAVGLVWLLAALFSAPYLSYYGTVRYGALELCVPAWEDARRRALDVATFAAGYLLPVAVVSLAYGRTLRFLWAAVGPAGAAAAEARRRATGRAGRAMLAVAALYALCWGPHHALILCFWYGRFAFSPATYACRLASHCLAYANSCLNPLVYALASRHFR
IMP-1 inh = inhibitors of Pseudomonas aeruginosa IMP-1 metallo-beta-lactamase | purified IMP-1, nitrocefin hydrolysis, epi-absorbance fluorescence | inhibition, % at 5.6 µM | hit rate 0.45% among 290,000 | AID 1556;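 active means inhibition above the mean plus 3 SD of all compounds in the same screening run, cut at about 4.5% in these data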;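 further: 0% = IMP-1 with DMSO and 100% = DMSO wells lacking enzyme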
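System: purified IMP-1 / Input: IMP-1 dispensed at 0.2 nM / Medium: 50 mM HEPES pH 7.1, 50 µM ZnSO4, 0.05% Brij 35 / Timing: 15 min enzyme–compound preincubation, then 25 min nitrocefin reaction, 25 °C / Technique: plate fluorescence quenching by hydrolysis product, ex 480/em 530 nm / Repeats: singlicate testing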
UBC9 SUMO inh = SUMOylation inhibition | P63279 | HTRF SUMOylation assay, SAE1/SAE2 + UBC9, in vitro | inhibition, % at 35 µM | hit rate 0.36% among 290,000 | AID 2006; in the data active means inhibition above about 50%, passing the limit was not always enough; further: strong numbers were not always called active
Target sequence (P63279 whole entry, looked up): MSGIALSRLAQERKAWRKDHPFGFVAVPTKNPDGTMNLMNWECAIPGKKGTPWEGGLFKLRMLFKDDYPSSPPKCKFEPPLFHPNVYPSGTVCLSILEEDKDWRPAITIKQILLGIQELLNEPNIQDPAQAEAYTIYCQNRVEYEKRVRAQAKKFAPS
pCIP destab = p/CIP protein destabilization; F442A p/CIP-EGFP cells, EGFP fluorescence, 16 h; decrease of EGFP signal, % at 10 µM; hit rate 0.01% among 290,000; AID 1984;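 active means EGFP signal decrease of at least 30% at 10 µM or well 3 SD below plate mean, unless failing retest; inactive means the rest, including hits failing retest or dose response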; further: some compounds called inactive have numbers as strong as hits; many of its hits are not listed in these tables
IDE cell activ = boosts human insulin-degrading enzyme activity in HEK cells; P14735; FAbeta-B cleavage, fluorescence polarization; 0% vehicle, 100% cell-free pure enzyme wells; activation, % at 5.96 µM; hit rate 0.073% among 340,000; AID 493087;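 active means activation above the mean of all tested compounds plus 3 SD, set per screening campaign, cut at about 17% in these data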
CRFR2-BP antag = CRF-BP/CRF-R2 complex antagonism | inhibition, % at 11.8 µM | AID 588475 | HEK293 CRF-R2/CRF-BP, CRF-induced calcium fluorescence | hit rate 0.59% among 350,000;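 active means inhibition of the ligand-induced calcium signal above about 50% at the single tested concentration, limit read from the data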
IDE inh = cellular human IDE inhibition; P14735; HEK cells, FAbetaB cleavage, fluorescence polarization; inhibition, % at 5.59 µM; hit rate 0.41% among 320,000; AID 434962;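 active means percent inhibition above the average of all tested compounds plus 3 SD, set per screening campaign, cut at about 16% in these data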;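 further: IDE supplied by intact live HEK cells; FP after avidin binding of uncleaved biotin substrate so inhibition keeps polarization high; 0% = DMSO wells and 100% = 60 µM reference IDE inhibitor Ii1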
VIM-2 inhibitor = blocks Pseudomonas aeruginosa VIM-2 metallo-beta-lactamase; inhibition, % at 5.6 µM; hit rate 0.89% among 290,000; AID 1527; purified VIM-2, nitrocefin hydrolysis, epi-absorbance fluorescence;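 active means inhibition above the mean of all tested compounds plus 3 SD, cutoff set per screening run, cut at about 7.5% in these data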;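 further: red hydrolysis product quenches plate fluorescence so inhibitors raise well fluorescence; 0% = enzyme with DMSO and 100% = DMSO without enzyme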
HCV NS3 hel inh = inhibitors of Hepatitis C virus NS3 helicase. inhibition, % at 10.9 µM. NS3 helicase DNA unwinding, Cy5 molecular beacon fluorescence. hit rate 0.56% among 290,000;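 active means inhibition above the mean of all tested compounds plus 3 SD, set per campaign, cut at about 35% in these data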;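 further: 0% = DMSO wells and 100% = thioflavine S control wells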
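Assay system: hepatitis C virus NS3 helicase domain fragment enzyme. Also added: annealed dual-labelled DNA beacon duplex, ATP-started. Timing: 1 h reaction at 25 °C, ATP-initiated. Technique: Cy5 fluorescence at 0 and 60 min, beacon hairpin quenching. Evaluation: % inhibition of unwinding. Replication: one well per compound.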
Numbers without * were called inactive; . = no result given.

GalR3 antag,IMP-1 inh,UBC9 SUMO inh,pCIP destab,IDE cell activ,CRFR2-BP antag,IDE inh,VIM-2 inhibitor,HCV NS3 hel inh,SMILES
-2,-1.9,-6,2,-3,3,6,1.5,-3,COc1ccccc1N(C(C)=O)C1SC(=O)N(c2ccccc2)C1=O (stereo not drawn)
-5,-4.9,-1,-8,2,14,2,-3.3,3,COCCNC(=O)Cn1nc(-c2ccc(Cl)cc2)c2ccccc2c1=O
-4,-4.2,9,2,1,-11,-1,-4.8,1,C/C(=N/Nc1nc(-c2ccc(Cl)cc2)cs1)c1cccs1
4,-1.9,0,-1,7,-7,7,-1.1,4,COc1ccc(NC(=O)CS(=O)(=O)c2cn(CC(=O)N3CCOCC3)c3ccccc23)cc1
1,-4.0,5,-5,6,54*,1,-2.1,25,CCCCn1c(SCc2c(C)noc2C)nc2cc(S(N)(=O)=O)ccc21
11,0.1,-2,-6,1,17,-1,-0.8,-19,COc1ccc(-c2csc(NC(=O)Cc3ccccc3F)n2)cc1OC
-5,-2.2,20,-9,1,0,-2,-3.1,-1,COc1cccc(NC(=O)c2ccc3c(c2)N(CC(=O)N2CCCCC2)C(=O)C(C)(C)O3)c1
-6,-2.2,-5,-5,-14,3,16,0.2,-5,CC(=O)N1CCN(c2ccc(NC(=O)c3ccc(N4CCCC4)c([N+](=O)[O-])c3)cc2Cl)CC1
4,-1.7,14,-15,-5,-4,-3,-1.0,-1,Cn1c(=O)c2c(nc(NCc3ccc4c(c3)OCO4)n2Cc2ccccc2F)n(C)c1=O
-5,-2.7,13,-1,4,0,4,-3.1,-6,Cc1cc(OCC(=O)NCCN2CCOCC2)cc(C)c1Br

Some of these compounds in order of SMILES length, smallest number first:
GalR3 antag,IMP-1 inh,UBC9 SUMO inh,pCIP destab,IDE cell activ,CRFR2-BP antag,IDE inh,VIM-2 inhibitor,HCV NS3 hel inh,SMILES
-5,-4.9,-1,-8,2,14,2,-3.3,3,COCCNC(=O)Cn1nc(-c2ccc(Cl)cc2)c2ccccc2c1=O
4,-1.9,0,-1,7,-7,7,-1.1,4,COc1ccc(NC(=O)CS(=O)(=O)c2cn(CC(=O)N3CCOCC3)c3ccccc23)cc1
-6,-2.2,-5,-5,-14,3,16,0.2,-5,CC(=O)N1CCN(c2ccc(NC(=O)c3ccc(N4CCCC4)c([N+](=O)[O-])c3)cc2Cl)CC1

Continuation:
GalR3 antag,IMP-1 inh,UBC9 SUMO inh,pCIP destab,IDE cell activ,CRFR2-BP antag,IDE inh,VIM-2 inhibitor,HCV NS3 hel inh,SMILES
-3,-2.9,5,8,-3,26,7,-4.7,3,COc1ccc(CN2CCOCC2)cc1OC
-11,-2.4,19,0,6,-44,-4,12*,-39,COc1cc(CNCc2ccccn2)ccc1OCc1cccc(Cl)c1
5,-3.9,7,-2,3,-3,1,-3.4,8,CCOc1c(Cl)cc(/C=N/NC(N)=S)cc1OC
-10,-1.4,-5,10,9,-2,2,-2.1,1,COc1ccc(NS(=O)(=O)c2ccc(Cl)c(N)c2)cc1Br
2,-9.4,-10,-9,-2,-1,1,-3.4,5,Cc1ccc(C(=O)NCc2ccco2)cc1S(=O)(=O)Nc1cccc(Cl)c1
4,0.3,8,-9,9,17,-1,-2.8,-5,O=C1CN(c2nc3ccccc3n3cnnc23)CC(=O)N1CCc1ccccc1
-6,.,.,.,5,6,-1,.,.,C/C=C1\COC(C(=O)NCc2ccncc2)(C(F)(F)F)C=C1C=C1CCCCC1 (stereo not drawn)
-4,-2.2,-9,-23,4,18,5,-1.2,6,O=C(CSc1ccccn1)N/N=C/c1ccccc1[N+](=O)[O-]
0,-5.7,10,-19,0,6,6,-1.1,-3,CCOC(=O)N1CCN(S(=O)(=O)c2ccc(OC)c(Cl)c2)CC1
-5,-1.9,23,-14,3,-40,13,1.6,-9,c1ccc(CN2CCC(Nc3nc(-c4cccnc4)nc4ccccc34)CC2)cc1
1,.,5,12,0,0,2,.,.,CCC(C)N(C(=O)COC(=O)c1cn(CC)c2nc(C)ccc2c1=O)C1CCS(=O)(=O)C1 (stereo not drawn)
-11,-1.8,7,-13,7,-4,-4,-4.2,9,CC(=O)N1CC(C)Oc2ccc(S(=O)(=O)NC(CC(=O)O)c3ccc(C)cc3C)cc21 (stereo not drawn)
-7,-3.4,19,-2,4,-19,0,14*,6,CCc1c(C)c(C#N)c2nc3ccccc3n2c1NC
-6,0.8,-6,-2,3,1,-3,0.3,5,O=C(NCc1cccs1)C1(S(=O)(=O)c2ccccc2)CC=CC1
-8,-2.0,11,-4,-1,15,3,-0.7,6,CCNc1ccc(C(=O)OCC)cc1NC(=O)c1cccc(S(=O)(=O)N2CCOCC2)c1
-5,.,.,.,1,-12,-1,.,.,CN(CC(=O)Nc1ccc(F)cc1)C(=O)CCc1nc2sc3c(c2c(=O)[nH]1)CCCC3
-4,-3.7,18,-6,0,11,7,-2.1,9,c1ccc(-n2nnnc2-n2cnc3ccccc32)cc1
.,-2.9,12,-11,5,17,3,-1.1,-3,O=C(NCCc1csc(-c2cccnc2)n1)c1ccc(Cl)cc1
-9,-1.3,26,-7,0,26,-4,0.2,10,CS(=O)(=O)Nc1ccc(-c2cn3c(n2)SCC3)cc1
-3,-0.4,34,-3,.,2,8,0.5,28,Cc1cccc2cc(/C=C/C(=O)c3ccco3)c(Cl)nc12
0,-3.6,5,-6,-2,10,-2,-3.1,4,CC1CCCC(C)N1S(=O)(=O)c1ccc(NC(=O)c2ccccc2C(=O)N2CCOCC2)cc1 (stereo not drawn)
.,-1.8,.,.,2,-3,2,-1.5,-2,Cc1cc2ncn(S(=O)(=O)c3ccc(S(=O)(=O)N4CCCCCC4)cc3)c2cc1C
-1,-4.0,6,0,4,-2,2,-5.1,-2,COc1ccc(OC/C(O)=C(\C#N)c2nc3ccccc3[nH]2)cc1
.,-2.1,0,-18,-1,-27,-1,0.7,3,COC(=O)c1ccccc1NC1c2ccccc2C(=O)N1c1cccnc1 (stereo not drawn)
-9,-2.9,16,-12,0,0,-1,-4.7,-4,O=C(NC1CC2CCCC(C1)N2C(=O)Nc1ccccc1)c1ccccc1 (stereo not drawn)
9,.,.,.,-3,-13,3,.,.,CC(=O)c1ccc(OC(C)C(=O)NCC2(N3CCOCC3)CCCCC2)cc1 (stereo not drawn)
-5,5.8*,-103,9,-2,-4,-2,2.6,-14,c1ccc(-c2nc(N3CCCCCC3)c3ccccc3n2)nc1
-4,-2.5,31,2,4,11,0,0.5,9,N/C(=N\NC(=O)c1ccccc1Cl)c1cc2ccccc2oc1=O
-5,-3.1,5,-9,5,13,2,-3.5,5,CCOc1ccc2nc(SCC(=O)NCc3ccc(S(N)(=O)=O)cc3)[nH]c2c1
-6,-2.4,-6,1,4,9,-1,-2.9,2,COc1ccc(C(C(N)=O)c2ncc(C(F)(F)F)cc2Cl)cc1OC (stereo not drawn)
-1,-1.0,5,-14,-14,-7,1,-2.2,26,CSc1nsc(/C=C/Nc2ccc(C(=O)O)cc2)c1C#N
-9,-5.0,1,-9,4,8,4,-1.2,0,COc1ccc(C2NC(=O)NC3=C2C(=O)CCC3)cc1 (stereo not drawn)
-2,-2.6,6,-2,.,3,-1,-4.2,1,COc1cccc(OC)c1C(=O)NC(=O)Nc1c(F)cc(F)cc1F
-5,.,.,.,3,26,-8,.,.,Cc1csc(=O)n1CC(=O)OCC(=O)Nc1cc([N+](=O)[O-])ccc1Cl
0,.,.,.,0,-3,9,.,.,Cc1ccccc1NC(=O)C(C)OC(=O)c1ccccc1C(=O)N(C)c1ccccc1 (stereo not drawn)
-3,-2.0,.,.,6,3,0,-0.7,1,CN(C)/C=C(/C(=O)c1ccccc1Cl)S(=O)(=O)c1ccccc1
-4,.,.,.,2,-8,4,.,.,Cc1ccc(C(=O)NCC(=O)OCC(=O)c2c(N)n(C)c(=O)n(C)c2=O)cc1C
-1,-1.5,12,-16,4,6,3,-2.5,-9,NS(=O)(=O)c1ccc(NC(=O)c2ccc3c(c2)CCN3S(=O)(=O)c2ccccc2)cc1
-1,-1.8,-2,4,3,-1,-2,-1.5,-4,COc1cc(S(=O)(=O)NC2CCCCC2C)ccc1Cl (stereo not drawn)
-6,-4.8,-2,-9,2,-11,.,-2.8,7,CCCCN(CC)C(=O)Cn1ncc2c3ccccc3n(CCC)c2c1=O
-2,2.6,22,-7,-1,6,-3,-1.8,-6,O=C1CSC(c2ccccc2O)N1Cc1ccccc1 (stereo not drawn)
-5,0.1,-20,-2,2,-8,5,-1.1,-8,Cc1sc(N2CCN(S(=O)(=O)c3ccc4c(c3)NC(=O)CO4)CC2)nc1-c1ccccc1
6,-3.6,-12,-15,-1,0,-1,-1.2,5,CCOC(=O)C1C(c2ccc(OC)c(OC)c2)c2c([nH][nH]c2=O)CC1(C)O (stereo not drawn)
-3,-2.6,5,-2,0,-15,5,-5.0,-8,Cc1ccc(CNC(=O)C2CCN(S(=O)(=O)N3CCC4(CC3)OCCO4)CC2)cc1
-5,-2.8,4,-16,2,1,-3,-4.7,13,COc1ccc(C(=O)/C=C2/Sc3cc4c(cc3N2C)OCO4)cc1
2,-1.9,4,7,3,8,3,-2.1,-6,O=C(Cn1cnc2ccccc2c1=O)NCCC(=O)Nc1ccc2c(c1)OCO2
-4,-3.8,0,1,-3,-3,3,-4.8,8,CCOC(=O)Cn1nnc(-c2cc(OC)c(OC)c(OC)c2)n1
-2,-3.3,-10,-12,-1,3,-5,-2.8,-16,NNC(=O)CSc1cccc2cccnc12
-4,.,.,.,5,8,3,.,.,CCCCN1CCNC[C@@H]1Cc1ccccc1

An excerpt of these results, as labelled records:
CCCCN1CCNC[C@@H]1Cc1ccccc1
  GalR3 antag = -4
  IMP-1 inh = .
  UBC9 SUMO inh = .
  pCIP destab = .
  IDE cell activ = 5
  CRFR2-BP antag = 8
  IDE inh = 3
  VIM-2 inhibitor = .
  HCV NS3 hel inh = .

O=C1CSC(c2ccccc2O)N1Cc1ccccc1 (stereo not drawn)
  GalR3 antag = -2
  IMP-1 inh = 2.6
  UBC9 SUMO inh = 22
  pCIP destab = -7
  IDE cell activ = -1
  CRFR2-BP antag = 6
  IDE inh = -3
  VIM-2 inhibitor = -1.8
  HCV NS3 hel inh = -6

NNC(=O)CSc1cccc2cccnc12
  GalR3 antag = -2
  IMP-1 inh = -3.3
  UBC9 SUMO inh = -10
  pCIP destab = -12
  IDE cell activ = -1
  CRFR2-BP antag = 3
  IDE inh = -5
  VIM-2 inhibitor = -2.8
  HCV NS3 hel inh = -16

Cc1sc(N2CCN(S(=O)(=O)c3ccc4c(c3)NC(=O)CO4)CC2)nc1-c1ccccc1
  GalR3 antag = -5
  IMP-1 inh = 0.1
  UBC9 SUMO inh = -20
  pCIP destab = -2
  IDE cell activ = 2
  CRFR2-BP antag = -8
  IDE inh = 5
  VIM-2 inhibitor = -1.1
  HCV NS3 hel inh = -8
